Screens deposited in PubChem BioAssay by several laboratories.
PfHsp40 rescue = rescue of PfHsp40-mediated yeast toxicity. S. cerevisiae expressing PfHsp40, growth rescue, ATP luminescence. growth rescue, % at 12.5 µM. 0.68% of 340,000 active. AID 504582; in the data active = growth rescue above about 28%, passing the limit was not always enough;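 note: yeast W303a lacking pdr1 and pdr3 grown in galactose medium; growth measured after three days at 30 °C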
CCHFV vOTU inh = CCHFV vOTU protease inhibition; Pep-AMC fluorescence; inhibition, % at 11.5 µM; 0.55% of 370,000 active; AID 651958; in the data active = inhibition above about 30%; note: 0% = vehicle wells with enzyme and 100% = no enzyme wells
SARS 3CLpro inh = SARS-CoV 3CLpro protease inhibition; 0.14% of 290,000 active; inhibition, % at 6 µM; P0C6X7; recombinant SARS-CoV 3CLpro, quenched FRET peptide cleavage; AID 1706; in the data active = inhibition above about 12%
Vc quorum ag = induces V. cholerae light production without autoinducers; V. cholerae BH1578 lux reporter, luminescence, 6 h; activation, % at 18.7 µM; 0.16% of 350,000 active; in the data active = activation mostly above about 9.7%, no sharp cut-off; note: not every result past the cut was called active; inactives centre near 0; reference of the scale not given here
Y pestis TopoI = inhibitors of Yersinia pestis topoisomerase I; Y. pestis Topo-I cleavage product accumulation, plate reader; activity, % at 10 µM; 0.064% of 360,000 active; in the data active = activity above about 50%, passing the limit was not always enough; note: inactives centre near 2
VHR inh abs = blocks human VHR1 dual specificity phosphatase | inhibition, % at 13.3 µM | 0.52% of 290,000 active | recombinant VHR phosphatase, pNPP absorbance | P51452; in the data active = inhibition above about 50%; note: some compounds called inactive have numbers as strong as hits
Target sequence (P51452 whole entry, looked up): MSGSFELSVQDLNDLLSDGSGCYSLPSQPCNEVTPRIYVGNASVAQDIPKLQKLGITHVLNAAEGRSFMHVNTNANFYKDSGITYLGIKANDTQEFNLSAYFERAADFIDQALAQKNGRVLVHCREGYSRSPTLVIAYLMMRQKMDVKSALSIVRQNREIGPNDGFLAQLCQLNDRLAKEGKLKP
PriA SSB inh = K. pneumoniae PriA-SSBct interaction inhibition | inhibition, % at 33 µM | AID 1272365 | AlphaScreen SSBct-PriA binding, biotinylated peptide | 0.6% of 430,000 active; in the data active = inhibition mostly above about 37%, no sharp cut-off; inactive = mostly below about 20%;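 note: plate controls were negative control peptide for no effect and reference peptide for full effect; strong numbers were not always called active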
BoNT A protease = inhibitors of Botulinum neurotoxin A light chain protease; multiplex microsphere protease substrate cleavage, flow cytometry; inhibition, % at 10 µM; 0.17% of 360,000 active; AID 588499; note: plate controls were buffer without enzyme for full effect and enzyme alone for no effect
TcdB GH inh = TcdB glycohydrolase inhibition. P18177. TcdB glycohydrolase enzymatic assay, plate reader. inhibition, % at 9.99 µM. 0.24% of 350,000 active. AID 652162; in the data active = inhibition above about 10%
Anthrax LF prot = inhibitors of Bacillus anthracis lethal factor protease; multiplex microsphere protease cleavage assay, LF; inhibition, % at 10 µM; 0.12% of 360,000 active; AID 588501; note: plate controls were buffer without enzyme for full effect and enzyme alone for no effect
Target sequence (P15917 whole entry, looked up): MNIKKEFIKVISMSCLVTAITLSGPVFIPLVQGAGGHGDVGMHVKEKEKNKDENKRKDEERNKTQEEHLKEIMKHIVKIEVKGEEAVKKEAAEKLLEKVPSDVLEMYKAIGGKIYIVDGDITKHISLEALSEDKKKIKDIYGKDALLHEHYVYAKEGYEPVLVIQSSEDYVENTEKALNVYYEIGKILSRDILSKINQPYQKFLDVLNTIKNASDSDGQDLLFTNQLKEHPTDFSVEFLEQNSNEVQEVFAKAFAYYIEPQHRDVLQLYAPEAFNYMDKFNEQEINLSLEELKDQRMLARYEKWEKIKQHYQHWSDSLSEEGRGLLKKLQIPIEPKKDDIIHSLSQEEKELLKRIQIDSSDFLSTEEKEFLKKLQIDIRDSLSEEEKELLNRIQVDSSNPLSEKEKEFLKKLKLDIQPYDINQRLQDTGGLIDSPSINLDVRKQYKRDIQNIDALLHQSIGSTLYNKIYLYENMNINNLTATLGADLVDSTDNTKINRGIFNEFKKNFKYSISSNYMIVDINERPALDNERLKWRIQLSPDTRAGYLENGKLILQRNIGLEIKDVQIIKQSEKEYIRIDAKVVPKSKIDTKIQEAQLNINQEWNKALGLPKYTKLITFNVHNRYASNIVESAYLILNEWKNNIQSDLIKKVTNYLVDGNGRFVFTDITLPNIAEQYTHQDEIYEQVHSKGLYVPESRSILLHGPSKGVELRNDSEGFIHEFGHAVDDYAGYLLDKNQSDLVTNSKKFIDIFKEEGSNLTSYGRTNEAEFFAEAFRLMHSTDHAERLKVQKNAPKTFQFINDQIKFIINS
Active calls of the source: *; i = inactive; nt = no result given; & = joins results of further samples. Cut-off read from the data, not from the text of the source, unless noted: active = inhibition above about 30%; inconclusive = no clear call, values can overlap the other calls; inactive = below that. Some of the compounds tested; rates above refer to the full screens.

Second line of a record – BoNT A protease	TcdB GH inh	Y pestis TopoI	PfHsp40 rescue	PriA SSB inh	Anthrax LF prot	Vc quorum ag	CCHFV vOTU inh	SARS 3CLpro inh	VHR inh abs
#1 CCC(=O)Nc1c(-c2cccs2)c(=O)c2ccccc2n1C
    1.4	nt	2.7	-0.8	-2.8	-4.1	i	4.7	0.3	-10.2
#2 CCCCn1c(N)c(N(Cc2ccccc2OC)C(=O)CCC(C)C)c(=O)[nH]c1=O
    0.0	2.3	0.2	0.2	2.1	-2.6	i	-3.2	1.5	-7.2
#3 Cn1c(-c2ccccc2)cnc1NCc1ccccc1
    nt	3.1	2.3	0.5	-2.5	nt	0.4	-6.4	-1.0	-7.8
#4 O=C(c1cccs1)c1cn(Cc2ccccc2Cl)c2ccccc12
    0.5	nt	-11.2	0.6	-3.2	6.1	-0.2	6.7	4.0	2.0
#5 Cc1cc(NS(=O)(=O)c2ccc(NC(=S)NC(=O)c3cccnc3)cc2)no1
    -1.1	0.4	-2.2	0.2	-8.5	-1.4	-0.2	3.0	1.1	24.7
#6 O=C(C1=C(O)C(=O)N(Cc2ccco2)C1c1cccc(Cl)c1)c1ccco1 (stereo unspecified)
    -0.3	0.8	3.0	-1.1	0.4	-2.4	i	24.8	-1.1	-3.0
#7 Cc1cnc([N+](=O)[O-])n1CCOC(=O)c1cccc(F)c1
    -0.3	-0.9	-4.1	-2.7	0.5	-14.1	-0.6	5.6	1.5	-4.7
#8 CC(C)N(C(=S)Nc1cccnc1)c1ccccc1
    -0.5	0.3	3.3	-1.2	2.3	1.9	-0.4	-3.0	1.6	-8.7
#9 CC(=O)OCC(=O)C1(O)CCC2C3CC(C)C4=CC(=O)CCC4(C)C3C(O)CC21C (stereo unspecified)
    -0.4	1.3	2.5	0.3	-1.3	-5.2	-5.6	-13.7	nt	nt
#10 Cc1nn(C)c(C)c1CS(=O)(=O)c1ccccc1
    -0.4	0.7	-6.7	-0.7	-9.3	-2.5	-1.2	-2.4	-4.5	-2.0
#11 CC(=O)c1cccc(NC(=O)NC2CC3CCCC(C2)N3CC(C)C)c1 (stereo unspecified)
    3.1	nt	8.6	0.7	-17.7	7.3	0.2	-2.8	-1.9	35.2
#12 CC(C)Oc1c(Br)cc(Br)cc1/C=N/NC(N)=S
    -0.4	nt	6.3	-0.9	nt	-1.4	-0.6	0.6	-1.6	13.5
#13 O=C(NCc1cccnc1)C(=O)NCC1OCCCN1S(=O)(=O)c1ccc(Cl)cc1 (stereo unspecified)
    -0.4	0.3	-2.5	0.1	2.0	-2.3	i	-9.6	2.4	18.4
#14 CCOc1ccc(OCc2ccc(C(=O)Nc3cccc(C)n3)o2)cc1
    -0.4	0.1	-7.4	3.1	-20.6	-8.9	-12.1	1.1	1.3	-5.0
#15 Cc1ccc(N2C(=O)NC(=O)/C(=C\c3cccn3C(C)(C)C)C2=O)cc1
    -0.2	1.9	-0.8	1.5	-1.8	1.1	-0.2	-5.1	10.2	25.7
#16 CC12C=CC(=O)CC1CCC1C2CCC2(C)C(O)C(O)CC12 (stereo unspecified)
    -0.1	1.7	1.2	-2.0	-7.8	-2.6	-0.8	9.5	nt	nt
#17 Cc1ccc(NC(=O)c2c(C)nn(-c3ccccc3)c2Cl)cc1
    -0.3	1.6	5.8	3.0	-25.6	-1.2	i	-17.6	0.5	16.9
#18 Cc1n[nH]c(=O)n1-c1ccc(OCc2ccccc2)cc1
    -0.4	0.8	4.5	-0.4	-8.0	2.1	-0.3	7.8	5.7	22.0
#19 CCc1cc2c3c(c(=O)oc2cc1O)CCCC3
    0.0	nt	-0.5	0.3	-12.5	-0.4	i	-216.0	3.1	-14.9
#20 O=C(Nc1ccc2c(c1)CCC2)c1cc2ccccc2o1
    -3.1	2.2	10.1	132.3*	-14.9	-1.8	i	4.1	-7.0	19.6

Compounds listed so far that contain a furan ring, fused or not:
Second line of a record – BoNT A protease	TcdB GH inh	Y pestis TopoI	PfHsp40 rescue	PriA SSB inh	Anthrax LF prot	Vc quorum ag	CCHFV vOTU inh	SARS 3CLpro inh	VHR inh abs
#6 O=C(C1=C(O)C(=O)N(Cc2ccco2)C1c1cccc(Cl)c1)c1ccco1 (stereo unspecified)
    -0.3	0.8	3.0	-1.1	0.4	-2.4	i	24.8	-1.1	-3.0
#14 CCOc1ccc(OCc2ccc(C(=O)Nc3cccc(C)n3)o2)cc1
    -0.4	0.1	-7.4	3.1	-20.6	-8.9	-12.1	1.1	1.3	-5.0
#20 O=C(Nc1ccc2c(c1)CCC2)c1cc2ccccc2o1
    -3.1	2.2	10.1	132.3*	-14.9	-1.8	i	4.1	-7.0	19.6

Later entries.
Second line of a record – BoNT A protease	TcdB GH inh	Y pestis TopoI	PfHsp40 rescue	PriA SSB inh	Anthrax LF prot	Vc quorum ag	CCHFV vOTU inh	SARS 3CLpro inh	VHR inh abs
#21 NC(=O)[C@@H]1CCCN1C(=O)c1ccc2nc(Cc3ccccc3F)oc2c1
    -0.7	0.4	-3.9	0.0	-4.9	-4.5	i	-13.9	5.1	6.2
#22 CC(=O)c1noc(C)c1C(=O)Nc1nccs1
    -0.1	nt	-1.2	-0.1	2.2	-1.3	i	6.3	0.4	15.6
#23 CCc1nnc(NC(=O)CN2C(=O)NC3(CC(C)CC(C)(C)C3)C2=O)s1 (stereo unspecified)
    0.3	0.2	4.6	1.5	-32.1	-4.2	-0.5	-1.9	-1.1	21.8
#24 COc1ccccc1Nc1nc2c(s1)CCC2
    0.1	nt	-2.3	-0.2	-3.4	2.8	1.0	-0.1	0.7	21.3
#25 Cc1cc(=O)n(CCCO)c(O)c1C#N
    -0.5	nt	2.6	-0.9	-15.5	0.6	-0.3	13.0	-4.2	18.8
#26 CC(=O)NCc1ccc(C(=O)COC(=O)COc2ccc(Cl)c(C)c2)s1
    1.6	0.5	26.8	-1.3	-4.2	0.1	i	2.5	nt	nt
#27 O=C(NCc1ccccn1)c1ccc(Cl)s1
    -0.5	0.2	4.1	0.4	-0.2	0.2	0.5	-0.1	5.2	7.8
#28 COc1ccc(NC(=O)c2cc(-c3cc(Cl)ccc3O)n[nH]2)c(OC)c1
    -1.1	1.1	-3.1	-0.1	5.2	-4.4	i	-1.9	-2.4	-7.6
#29 C/C(=N/OC(=O)c1ccc(C)cc1)C(=O)c1ccc(Br)cc1
    -2.8	-0.2	1.3	0.9	nt	-3.8	i	-16.3	6.9	17.2
#30 Cc1cc(SCC(=O)N/N=C/c2cccnc2)nc2c(C)cccc12
    0.1	-0.2	15.6	-0.5	nt	-3.8	i	-3.0	4.5	18.2
#31 CCCOc1cccc(C(=O)NCCNC(=O)c2ccc(C)nc2)c1
    -0.6	-0.2	5.9	0.0	-9.0	-3.1	-0.3	-0.1	1.7	29.3
#32 Cc1ccc(C)c(S(=O)(=O)NCCCc2ccccc2)c1
    0.0	0.7	17.0	3.0	-19.4	1.0	0.1	9.2	4.6	15.8
#33 CS(=O)(=O)c1ccc(-c2cccc(NC(=O)c3ccc(Br)o3)c2)nn1
    2.3	0.8	-1.4	-1.4	16.6	8.6	-1.2	-8.5	nt	nt
#34 O=C(CN1C(=O)C2C3CC(C(Br)C3Br)C2C1=O)Nc1ccc(C(=O)O)cc1 (stereo unspecified)
    -0.7	-0.1	-1.6	1.0	-1.7	2.8	-0.6	13.8	-1.6	1.2
#35 COc1ccc(-c2nn(-c3ccccc3)cc2/C=C2/SC(=S)N(CCC(=O)O)C2=O)c(C)c1
    0.0	-15.8	25.4	-0.3	20.0	37.0*	i	3.9	2.1	10.8
#36 COc1ccc(NC(=O)/C(N=Nc2ccc(Cl)c(S(=O)(=O)Nc3ccc(Cl)cc3)c2)=C(\C)O)cc1
    0.4	0.8	6.1	-1.7	nt	-4.1	-0.8	-4.4	nt	nt
#37 COc1ccc([N+](=O)[O-])cc1NC(=O)CC1SC(=Nc2cccc(C)c2C)N(/N=C/c2cccc(OC)c2OC)C1=O (stereo unspecified)
    0.0&-1.0	0.5&2.2	-1.2&5.3	0.0&0.7	i	-7.0&-1.8	0.8&-0.1	-4.6&-6.2	-6.1	24.3
#38 CCCS(=O)(=O)NC(=O)C1(C)CCN(C(=O)Cc2ccc(OC)cc2)C1 (stereo unspecified)
    -0.5	0.2	-1.1	nt	nt	-2.4	1.7	6.0	nt	nt
#39 CCCOc1ccc(NC(=O)CC2C(=O)N(c3ccc(OCC)cc3)C(=S)N2C2CC2)cc1 (stereo unspecified)
    1.1	0.8	6.4	-0.4	-2.6	-3.0	nt	7.5	-1.7	17.5
#40 CC(=O)c1c(C)[nH]c(C(=O)Nc2ccc(S(=O)(=O)N(C)C)cc2)c1C
    -0.8	1.7	5.8	-0.8	10.8	-8.5	0.5	9.4	4.2	17.6
#41 COc1ccc(CCNC(=O)C2CCCN2S(=O)(=O)c2cccc3nsnc23)cc1OC (stereo unspecified)
    0.8	0.5	2.5	-1.5	6.6	-2.4	i	-5.8	2.0	10.7
#42 S=C(Nc1cccc2ccccc12)NN1CCOCC1
    -0.6	nt	-7.9	-0.1	11.7	-12.2	5.6	-6.0	-2.3	24.2
#43 COc1ccccc1NC(=O)C1=C(C)NC(=O)NC1c1ccco1 (stereo unspecified)
    -0.5	1.2	0.4	1.0	1.0	-5.2	-0.5	-7.3	2.1	-22.1
#44 Cc1cc(/C=C2\SC(=O)N(CC(=O)Nc3ccccc3F)C2=O)c(C)n1C
    -0.5	1.8	-7.3	-1.0	-10.1	-1.8	-0.3	-1.4	0.4	17.7
#45 O=C1NC(=S)NC(=O)C1=Cc1ccccc1C(=O)O
    0.7	-1.7	-6.5	3.7	-2.9	-1.4	i	11.0	nt	nt
#46 O=C(CC1COc2ccccc2O1)NCCc1ccccc1 (stereo unspecified)
    0.2	nt	2.2	1.3	-7.5	-5.8	i	-3.9	-10.1	-0.7
#47 Cc1cc(-c2csc(NC(=O)c3ccccc3C(F)(F)F)n2)c(C)n1Cc1ccccc1
    1.8	nt	-3.3	-0.5	9.0	1.3	-0.2	11.9	1.9	21.9
#48 O=C(/C=C/c1cccc(C(F)(F)F)c1)Nc1cccc(C(F)(F)F)c1
    0.0	nt	0.6	83.0*	-44.6	-2.2	i	8.0	9.2	25.6
#49 CC(C)OCc1ccc(C(=O)N2CCN(CC(=O)N3CCCC3)CC2)cc1
    1.3	0.4	5.9	-0.1	3.2	-0.1	i	-14.9	nt	nt
#50 O=C(CN1C(=O)c2ccccc2C1=O)c1ccc(F)cc1
    -0.5	1.1	-6.9	1.4	-11.3	1.0	1.1	-8.7	3.0	20.7
#51 O=C1CCC([N+](=O)[O-])C(c2ccc(Cl)c([N+](=O)[O-])c2)N1 (stereo unspecified)
    1.7	1.8	3.7	-0.8	-4.8	-3.8	-0.5	5.7	1.6	12.0
#52 Cc1cc(C(=O)CSc2nnc(-c3ccc(OC(F)F)cc3)o2)c(C)n1Cc1cccs1
    -1.1	nt	3.4	-0.2	1.7	-12.3	nt	-1.4	-1.2	35.9
#53 O=C(c1ccccc1Sc1cccc2ccccc12)N1CCOCC1
    -0.5	nt	-1.0	0.2	9.3	-0.7	i	4.3	2.5	29.0
#54 O=C(Cn1cc(C(F)(F)F)ccc1=O)N1CCc2ccccc21
    nt	1.9	10.7	0.6	2.9	nt	i	4.2	nt	nt
#55 CCCCOc1ccc(C(=O)N2CCCCCC2)cc1
    0.1	nt	18.6	1.1	-10.1	-8.1	0.3	2.6	4.7	-4.4
#56 Cc1ccc2c(c1)N(C(=O)CCC(=O)Nc1ccccc1Br)CC(C)O2 (stereo unspecified)
    -1.1	1.4	14.3	-0.5	-6.4	0.9	-0.2	1.4	1.8	-2.4
#57 O=C(Nc1ccccc1-c1ccccc1)NC1CCN(CC(=O)N2CCOCC2)CC1
    0.7	nt	-0.1	1.1	-2.1	0.5	-1.5	-12.0	2.4	-4.1
#58 CSc1ccc(N2C(=O)NC3(CCCCC3)C2=O)cc1
    -0.2	nt	1.1	-1.1	-19.6	1.2	i	14.1	-2.2	15.3
#59 O=C1CCCC(O)=C1C1NCCc2ccccc21 (stereo unspecified)
    -0.7	nt	-2.7	0.6	-17.2	-0.2	-0.5	-5.5	4.0	15.8
#60 Cc1ccc(/C=N/NC(=O)C2=NNC(c3ccccc3)(c3ccccc3)C2)c(O)c1
    -0.2	nt	3.5	-0.7	nt	-1.2	-0.5	8.7	5.9	7.5
